HCV inhibitor: qHTS Assay for Inhibitors of Hepatitis C Virus (HCV); 340,000 compounds, 3.4% hits; AID 651820, 2012; Potency, µM (top dose mostly 41.8 µM), inactives show at the top dose activity change, negative = inhibition, actives largely listed as inhibitors; Huh7.5.1 HCVcc-Cre infection, luciferase reporter, 44 h; also: potency is read from the fitted curve at half-maximal effect
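Infectious HCVcc-Cre (~0.5 moi) was added to cells just after compound, with cells seeded 4 h earlier at 1,000 per well. Luciferase activity after 44 h culture reported infection; substrate was incubated 15 min at room temperature before reading.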
HCMV inh: qHTS Assay for inhibitors of the human cytomegalovirus (HCMV); HFF cells, HCMV-luciferase reporter, 72 h; hits give low values; 410,000 compounds, 4.5% hits; activity change, negative = inhibition, % at 57.5 µM; in the data active = activity change below about -60%; inconclusive = no clear call, values can overlap the other calls; inactive = above about -39%
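Two compound doses tested in HFFs infected with HCMV-luciferase, MOI 1 PFU/cell, 72 h at 37C. Lysate luminescence read with OneGlo; data normalized against buffer-only and 10uM Salinomycin inhibitor controls.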
AmpC no deterg: qHTS Inhibitors of AmpC Beta-Lactamase (assay without detergent). 330,000 compounds, 0.52% hits. AID 485341, 2010. Potency, µM (top dose mostly 57.1 µM), for inactives: top-dose activity change, negative = inhibition, actives largely listed as inhibitors. AmpC nitrocefin hydrolysis, absorbance 480 nm, 0.0001% Triton. P00811;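 also: potency is read from the fitted curve at half-maximal effect; plate controls were no compound for no effect and no enzyme for full effect; nearly all actives have a fitted effect of over 20% in size; some results filed as inactive show a strong effect at the top dose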
Target sequence (P00811 whole entry, looked up): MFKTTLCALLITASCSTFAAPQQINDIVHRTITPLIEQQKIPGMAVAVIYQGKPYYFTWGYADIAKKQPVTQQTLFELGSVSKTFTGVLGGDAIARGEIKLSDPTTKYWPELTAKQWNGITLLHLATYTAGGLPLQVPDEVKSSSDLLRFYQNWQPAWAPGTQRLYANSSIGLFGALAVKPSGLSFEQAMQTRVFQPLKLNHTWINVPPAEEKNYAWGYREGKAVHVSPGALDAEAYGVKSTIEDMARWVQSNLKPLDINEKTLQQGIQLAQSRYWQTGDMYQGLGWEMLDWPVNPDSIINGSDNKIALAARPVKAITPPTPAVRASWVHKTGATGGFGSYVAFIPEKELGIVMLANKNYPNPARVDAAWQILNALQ
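20 mM phosphate pH 7.0 + 0.01% (detergent screen) or 0.0001% Triton X-100; 5.3 nM AmpC reagent; cpd preinc 15 min RT; nitrocefin (800 uM stock) to start; A480 q20 s × 4 min; Activity was normalised to no-enzyme and no-compound control wells.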
Giardia FBPA inh: qHTS Assay for Inhibitors of Fructose-1,6-bisphosphate Aldolase from Giardia Lamblia; A8B2U2; purified Giardia FBPA; Potency, µM (top dose mostly 59.6 µM), for inactives: top-dose activity, negative = inhibition, actives largely listed as inhibitors; 290,000 compounds, 0.71% hits; also: potency is read from the fitted curve at half-maximal effect; nearly all actives have a fitted effect of over 55% in size
Target sequence (A8B2U2 whole entry, looked up): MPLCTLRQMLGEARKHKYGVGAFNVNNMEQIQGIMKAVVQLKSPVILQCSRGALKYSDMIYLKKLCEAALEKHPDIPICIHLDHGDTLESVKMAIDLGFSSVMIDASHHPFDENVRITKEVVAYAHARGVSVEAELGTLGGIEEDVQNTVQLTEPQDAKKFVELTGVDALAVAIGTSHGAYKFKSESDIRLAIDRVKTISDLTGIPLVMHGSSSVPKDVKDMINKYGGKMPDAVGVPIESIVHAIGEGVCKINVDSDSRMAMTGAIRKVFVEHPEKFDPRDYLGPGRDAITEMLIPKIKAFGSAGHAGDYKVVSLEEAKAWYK
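40 nM FBPA preincubated 10 min at RT with compound (up to 57.5 uM final), then substrate plus GAPDH/TPI/NAD/arsenate coupling and diaphorase/resazurin added. Fluorescence read after 20 min at RT, 525/598 nm.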
AmpC detergent: qHTS Inhibitors of AmpC Beta-Lactamase (assay with detergent). AID 485294, 2010. 370,000 compounds, 0.041% hits. P00811. Potency, µM (titrated, usually from 114 µM), for the others: at the highest dose activity change, negative = inhibition, actives largely listed as inhibitors. AmpC hydrolysis of nitrocefin, absorbance 480 nm, 0.01% Triton;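 also: potency is read from the fitted curve at half-maximal effect; 0% = no-compound wells and -100% = no-enzyme wells; nearly all actives have a fitted effect of over 25% in size; some results filed as inactive show a strong effect at the top dose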
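AmpC (5.3 nM in the dispensed reagent) in 20 mM phosphate pH 7.0 with 0.01% (detergent screen) or 0.0001% Triton X-100 was preincubated with compounds for 15 min at room temperature. Nitrocefin was then added from an 800 uM solution, and hydrolysis was followed at 480 nm.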
Sm TGR block: qHTS Assay for the Inhibitors of Schistosoma Mansoni Peroxiredoxins; Schistosoma mansoni thioredoxin glutathione reductase (TGR), Q962Y6; purified TGR, DTNB reduction, TNB absorbance 405 nm; Potency, µM (doses to about 114 µM), for inactives: top-dose activity change, negative = inhibition, usual class: inhibitors; 360,000 compounds, 3% hits; also: potency is read from the fitted curve at half-maximal effect; nearly all actives have a fitted effect of over 60% in size
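Kinetic colorimetric format: TGR-catalysed, NADPH-driven DTNB reduction monitored via TNB absorbance. Enzyme dispensed at 20 nM; compound exposure 15 min at room temperature before reaction start.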
Numbers without * were called inactive; ? = inconclusive; · = not tested or not shown; & = joins results of further samples; [ ] = remark or other dose. Unless noted, calls follow the shape of the dose curve; as a rule, active = well fitted curve in the direction sought with a large enough effect; inconclusive = small, poorly fitted or top-dose-only effect, or another doubt; inactive = no such curve, though single readings can be large; an effect the other way counts as inactive or inconclusive. Unless noted, % is scaled to controls: 0 for no effect and ±100 for the full control effect.

SMILES | HCV inhibitor | HCMV inh | AmpC no deterg | Giardia FBPA inh | AmpC detergent | Sm TGR block
CCCn1c(SCC(=O)Nc2nnc(CC)s2)nnc1-c1ccco1 | 2% | 6 | -16% | 4% | -2% | ?
O=C(/C=C/c1cccs1)c1ccc(NC(=O)c2cccc(Br)c2)cc1 | 6.3µM* | 39 | ? | -4% | 8% | 5%
CC(=O)NC1C(OCCOc2ccc(Cl)cc2C)OC(CO)C(O)C1O (centres undefined) | 19% | -1 | -2% | 7% | -4% | -18%
O=C(CSc1nnc2ccccn12)NC(=O)Cc1ccccc1 | -7% | 45 | -49% | -1% | 3% | -8%
CCCc1ccc(-c2cc(C(=O)NC3=NCCS3)c3ccccc3n2)cc1 | ? | 45 | -12% | 3% | 0% | -3%
Cc1ccc(C)c(N2CCN(S(=O)(=O)c3ccc4c(c3)C(C)(C)C(=O)N4C)CC2)c1 | -21% | -28 | 70%[activator] | 2% | -5% | 5%
CCOC(=O)c1[nH]c2ccccc2c1NC(=S)Nc1cc(C)ccc1C | -14% | 60 | -34% | -10% | ? | -18%
O=C(O)C1CCCN1c1ncnc2c1oc1ccccc12 (centres undefined) | 7% | 31 | -11% | 3% | 0% | -3%

Next part.
SMILES | HCV inhibitor | HCMV inh | AmpC no deterg | Giardia FBPA inh | AmpC detergent | Sm TGR block
COc1cccc2c(=O)n(CC(=O)Nc3cccc(F)c3)ccc12 | -13% | ? | -25% | 17% | 5% | -4%
COc1ccc(NC(=O)CN(C)C2CCCCC2)cc1Cl | ? | ? | -3% | 2% | 3% | 10%
CCS(=O)(=O)N1CCC(C(=O)Nc2cc([N+](=O)[O-])ccc2C)CC1 | 16% | 16 | -5% | 0% | 2% | 27%
CSc1ccccc1NC(=O)CN(C)C(=O)c1ccc(-n2cccn2)cc1 | -8% | -4 | -26% | · | 1% | 0%
CC(=O)c1ccc(N2CCN(C(=O)[C@H](C)NC(=O)c3ccccc3Cl)CC2)cc1 | 3% | 45 | -1% | -1% | -9% | -10%
COc1ccccc1N1CCN(C(=O)/C=C/c2ccc(C)cc2)CC1 | ? | 22 | 67%[activator] | -9% | -7% | -1%
Cc1ccc(C)c(S(=O)(=O)Nc2ccccc2C(=O)Nc2ccccc2N2CCOCC2)c1 | ? | 9 | 5% | 1% | 2% | -18%
O=C(Nc1nnc(S(=O)(=O)N2CCCC2)s1)c1ccccc1F | -6% | ? | -25% | -24% | ? | 4%&-4%

Gathered by group: those above with an aryl thioether with sulfur outside any ring
SMILES | HCV inhibitor | HCMV inh | AmpC no deterg | Giardia FBPA inh | AmpC detergent | Sm TGR block
CCCn1c(SCC(=O)Nc2nnc(CC)s2)nnc1-c1ccco1 | 2% | 6 | -16% | 4% | -2% | ?
O=C(CSc1nnc2ccccn12)NC(=O)Cc1ccccc1 | -7% | 45 | -49% | -1% | 3% | -8%
CSc1ccccc1NC(=O)CN(C)C(=O)c1ccc(-n2cccn2)cc1 | -8% | -4 | -26% | · | 1% | 0%

Next results follow.
SMILES | HCV inhibitor | HCMV inh | AmpC no deterg | Giardia FBPA inh | AmpC detergent | Sm TGR block
Cc1ccc(C(=O)O/N=C2\CCCc3ccccc32)cc1 | 3% | 54 | -45% | -6% | -2% | 0%
CC1C(=O)N2CCCc3cc(NC(=O)C4CCCCC4)cc1c32 (centres undefined) | 7% | -4 | 0% | · | -9% | -4%
O=C(CSc1nnc2scc(-c3ccc(F)cc3)n12)NCc1ccco1 | 8% | -18 | -22% | 3% | -11% | 0%
CC(C)(C)NC(=O)NC(=O)CN1CCN(C(c2ccccc2)c2ccccc2)CC1 | -14% | -8 | 136%[activator] | 2% | 4% | 5%
O=C(CCN1C(=O)c2ccc([N+](=O)[O-])cc2C1=O)Nc1ccc(O)cc1C(=O)O | 16% | 14 | -16% | -8% | 3% | ?
O=C(/C=C/c1ccccc1)N/C(=C/c1ccccc1)C(=O)NCCCO | 16% | -2 | -6% | 3% | 0% | 0%
CC(C)CC(=O)NCCc1ccncc1 | 25% | -20 | -3% | 3% | 3% | 0%
COC(=O)CCc1c(C)[nH]c(C(=O)OCc2ccccc2)c1C | 2% | 0 | 4% | -5%&-13% | -11% | -32%

(next part)
SMILES | HCV inhibitor | HCMV inh | AmpC no deterg | Giardia FBPA inh | AmpC detergent | Sm TGR block
O=C(CSc1nnc(CNC(=O)c2ccccc2)o1)Nc1nccs1 | 5% | -7 | -18% | · | -5% | -3%
CC(C)C[C@H]1CN=C(Nc2ccccc2)N1CCCC1CCCCC1 | -15% | ? | 23% | -3% | -17% | -10%
O=C(NCc1cccs1)C1CCCN(C(=O)Nc2ccc(F)cc2)C1 (centres undefined) | -17% | -28 | 8% | -3% | ? | -3%
COC(=O)c1[nH]c2ccc(F)cc2c1NS(=O)(=O)c1ccc(OC)cc1OC | -12% | 33 | -6% | 2% | -4% | -17%
COc1cccc(CN2CC(C(=O)NCc3ccc(C)c(F)c3)CCC2=O)c1 (centres undefined) | 15% | -4 | 2% | 4% | -2% | -21%
Cc1ccc(NC(=O)Cn2cc(C(=O)C3CCCCC3)c3ccccc32)cc1 | · | 11 | · | · | -2% | 1%
CCOc1ccccc1NC(=O)Cn1c(=O)oc2cc(Cl)ccc21 | -19% | -5 | -26% | 10% | -8% | -12%
CCCOc1ccc(C(=O)Nc2cc(-c3nc4ccccc4[nH]3)ccc2C)cc1 | · | 3 | · | · | 12% | 7%

New compounds follow.
SMILES | HCV inhibitor | HCMV inh | AmpC no deterg | Giardia FBPA inh | AmpC detergent | Sm TGR block
O=S(=O)(Cc1ccccc1Cl)Nc1ccccn1 | 10% | -13 | -5% | 3% | 1% | 25µM*
CN(CC(=O)Nc1ccccc1Cl)C(=O)CSc1nnc(-c2ccco2)n1C | 20% | 26 | -16% | · | -3% | ?
Cc1ccc(CNC(=O)c2ccc(N3CCC4(CC3)CC(c3ccccc3)=NO4)c(NC(=O)c3c(Cl)cccc3Cl)c2)cc1 | -1% | -13 | -19% | · | ? | 4%
CCCn1c(CCC(=O)Nc2ccc(OCC)cc2)nc2cccnc21 | · | -9 | · | · | 3% | -1%
CS(=O)(=O)c1ccc(C(=O)OCC(=O)NNC(=O)COc2ccc(Cl)cc2)cc1 | 11% | -21 | -18% | · | -23% | 1%
O=C(C#Cc1ccccc1)NCc1ccccc1F | 6% | -36 | -14% | 9% | -5% | -29%
O=C(NC(=S)Nc1ccc2c(c1)OCCO2)c1ccccc1F | -16% | 33 | -28% | -2% | -10% | ?
CN1CCc2c(sc3c2C(=O)NC(c2ccc(-c4cccc(Cl)c4)o2)N3)C1 (centres undefined) | -24% | · | 20% | ? | -9% | ?

Next section.
SMILES | HCV inhibitor | HCMV inh | AmpC no deterg | Giardia FBPA inh | AmpC detergent | Sm TGR block
CC(C)(C)c1ccc(-c2nnc(SCC(=O)Nc3sc4c(c3C#N)CCCC4)o2)cc1 | -16% | -102* | -27% | 0% | -8% | -30%
COc1ccc(-n2c(-c3ccco3)nc3c(cnn3-c3ccccc3Cl)c2=O)cc1 | · | ? | · | · | 3% | ?
CNC(=O)N(O)C1N(/N=C/c2cccs2)C(=S)SC1(C)C (centres undefined) | 1% | 23 | 8% | -12% | -8% | -9%
O=C(CCC(=O)N1CCOc2ccccc21)Nc1ccccc1Cl | -17% | -33 | -5% | 1% | -5% | -19%
COc1ccc(N2C(=S)NC3c4cc(Cl)ccc4OC2(C)C3C(=O)N(C)C)cc1 (centres undefined) | -6% | 34 | 96%[activator] | 3% | -7% | -6%
CCOC(=O)CNC(=O)N1CCCC(C(=O)c2ccc3c(c2)OCO3)C1 (centres undefined) | 6% | 3 | -2% | 3% | -9% | 0%[57.1 µM]
CCCc1nc2ccccc2c(=O)n1/N=C/c1c(C)[nH]n(-c2ccc(C)cc2)c1=O | 21% | -12 | -38% | ? | -9% | -10%
CCOc1ccccc1CNC(=O)CN1C(=O)CCc2cc(S(=O)(=O)N3CCCCC3)ccc21 | · | -30 | · | · | 5% | 3%

(listing goes on)
SMILES | HCV inhibitor | HCMV inh | AmpC no deterg | Giardia FBPA inh | AmpC detergent | Sm TGR block
COc1ccc(N(CC(=O)NCc2ccc(F)cc2)C(=O)CCC(=O)Nc2nccs2)cc1 | 10% | 76 | -3% | 8% | -8% | 0%
O=C1N[C@H](Cc2ccccc2)COC(=O)[C@H](Cc2ccc(F)cc2)CC/C=C/C[C@@H]1CC(=O)N(CCO)Cc1ccccc1 | ? | 54 | 143%[activator] | · | · | ·
C#CCNC(=O)C1=C[C@@H](c2ccccc2)[C@H](CCCO)[C@@H](OCC)O1 | 8% | -16 | 34% | 16% | 4% | 35µM*
Cc1nccn1CC(=O)N/N=C/c1ccc(O)c(O)c1 | 12% | · | -7% | ? | -10% | -1%
COc1cccc(NC(=O)CN(C)CC(=O)Nc2ccc(C)c([N+](=O)[O-])c2)c1 | -18% | ? | 123%[activator] | 2% | 0% | 11%
CC(=O)N/C(=C\c1ccccc1)C(=O)OCC(=O)N(C)C1CCCCC1 | 39%[activator] | 13 | -7% | 2% | -4% | 6%
CCn1nc(NS(=O)(=O)c2ccc([N+](=O)[O-])cc2)c2cc3ccccc3nc21 | 19% | -21 | -27% | · | -2% | -4%
Cc1ccc(/C=N/n2c(C)nc3ccccc3c2=O)s1 | · | · | -5% | 1% | 5% | 7%

(listing goes on)
SMILES | HCV inhibitor | HCMV inh | AmpC no deterg | Giardia FBPA inh | AmpC detergent | Sm TGR block
COc1ccc(CCNC(=O)c2ccc(=O)[nH]n2)cc1OC | 5% | -5 | 0% | 8% | -5% | 0%
C[C@@H](O)[C@@H]1NC(=O)c2cc([N+](=O)[O-])cc(I)c2NCC[C@@H](C(N)=O)NC(=O)CNC1=O | -62% | -9 | -5% | 4% | -2% | 4%
CC(C)(C)c1ccc(C(=O)N/C(=C/c2cccs2)C(=O)NCc2ccco2)cc1 | 13% | 7 | ? | 3% | ? | 0%
Cc1ccc(NC(=O)c2ccc(-c3nn(C)c(=O)c4ccccc34)cc2)c(C)c1 | ? | 18 | -16% | 0% | ? | 0%
COC(=O)c1ccccc1N1C(=O)[C@@H]2C(c3ccc(Br)cc3)=NO[C@@H]2C1=O | 27%&7% | 6 | -46% | -1% | -2% | 0%
CCOC(=O)CCC(NC(=O)c1ccc(NCN2C(=O)CCC2=O)cc1)C(=O)OCC (centres undefined) | 6% | 33 | · | -6% | 7% | 5%
CC1(C)CC(=O)c2cc3c(N)c(C(=O)NCc4ccccc4)sc3nc2C1 | 14% | ? | -15% | -2% | 1% | 4%
CC(C)C[C@H](NC(=O)c1nc[nH]c1C(=O)N1CCNCC1)C(=O)OCc1ccccc1 | 4% | -30 | 5% | · | -7% | -23%
COc1ccc(-c2noc(COc3cc(C)c(Br)c(C)c3)n2)cc1OC | · | 6 | · | · | 21% | 7%
O=C(Oc1cccc2c(OC(=O)N3CCCC3)cccc12)N1CCCC1 | -9% | -1 | 12% | -13% | ? | 1%

Compound activity as filed in PubChem BioAssay.
